Screening data (PubChem BioAssay)
EPAC1 antag – qHTS for Antagonist of cAMP-regulated guanine nucleotide exchange factor 3 (EPAC1): primary screen; Rap guanine nucleotide exchange factor 3 (Homo sapiens), O95398; EPAC1 GEF assay, Rap1b-BODIPY-GDP exchange fluorescence; Potency, µM (highest dose often 115 µM), inactives show at the top dose activity change, negative = inhibition, actives largely listed as inhibitors; actives 0.14% (n = 360,000); AID 720709, 2013;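 also: potency is read from the fitted curve at half-maximal effect; plate controls were vehicle for no effect and positive control for full effect; nearly all actives have a fitted effect of over 50% in size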
Target sequence (O95398 whole entry, looked up): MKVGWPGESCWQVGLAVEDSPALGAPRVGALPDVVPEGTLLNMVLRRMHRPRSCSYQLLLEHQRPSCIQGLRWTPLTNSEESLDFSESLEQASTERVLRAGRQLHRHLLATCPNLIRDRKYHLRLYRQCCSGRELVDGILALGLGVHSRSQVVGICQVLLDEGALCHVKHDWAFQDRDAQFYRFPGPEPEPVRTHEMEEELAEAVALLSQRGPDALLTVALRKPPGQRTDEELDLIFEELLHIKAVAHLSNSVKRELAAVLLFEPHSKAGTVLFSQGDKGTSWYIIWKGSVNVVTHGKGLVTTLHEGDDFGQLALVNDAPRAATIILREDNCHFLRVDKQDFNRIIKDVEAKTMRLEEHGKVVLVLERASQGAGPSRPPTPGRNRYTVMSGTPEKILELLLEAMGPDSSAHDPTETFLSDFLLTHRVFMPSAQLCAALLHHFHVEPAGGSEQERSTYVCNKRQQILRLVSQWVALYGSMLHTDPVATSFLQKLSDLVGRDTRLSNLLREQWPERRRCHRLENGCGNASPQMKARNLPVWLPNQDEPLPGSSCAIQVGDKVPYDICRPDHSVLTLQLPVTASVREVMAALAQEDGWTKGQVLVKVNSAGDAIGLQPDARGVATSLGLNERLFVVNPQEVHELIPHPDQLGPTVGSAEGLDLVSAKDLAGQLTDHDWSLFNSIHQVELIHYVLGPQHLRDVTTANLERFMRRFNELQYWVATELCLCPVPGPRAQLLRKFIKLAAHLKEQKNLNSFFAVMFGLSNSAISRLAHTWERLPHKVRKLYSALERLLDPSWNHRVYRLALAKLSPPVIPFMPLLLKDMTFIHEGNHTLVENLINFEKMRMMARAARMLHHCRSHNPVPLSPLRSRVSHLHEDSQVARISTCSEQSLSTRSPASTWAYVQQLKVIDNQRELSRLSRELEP
Abeta rescue – qHTS for compounds that reverse cellular toxicity of Amyloid beta (A-beta) peptide in yeast: Primary Screen. yeast expressing A-beta42, growth rescue, OD600, 48 h; response scale: 0% DMSO, 100% iron-clioquinol control. Potency, µM (series often up to 46.1 µM), inactives show at the top dose growth rescue, actives largely listed as activators. actives 0.063% (n = 410,000); also: potency is read from the fitted curve at half-maximal effect; nearly all actives have a fitted effect of over 55% in size
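Yeast growth medium received pinned compounds, then yeast cells expressing toxic A-beta were added; plates incubated at 30 C for 48 hr. Growth read as absorbance at 600 nm, normalized to DMSO and equimolar FeCl3 plus clioquinol controls.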
EPAC1 agonist – qHTS for Agonist of cAMP-regulated guanine nucleotide exchange factor 3 (EPAC1): primary screen; EPAC1 agonist qHTS, biochemical assay; response scale: 100% = response to 6.5 mM cAMP; actives 0.073% (n = 360,000); AID 720707, 2013; Rap guanine nucleotide exchange factor 3 (Homo sapiens), O95398; Potency, µM (doses to about 154 µM), for inactives: top-dose activation, actives largely listed as activators; also: potency is read from the fitted curve at half-maximal effect; nearly all actives have a fitted effect of over 60% in size
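Multi-concentration qHTS readout: loss of Rap1B-bound BODIPY-GDP fluorescence driven by 100 nM EPAC1 with excess GDP (50 uM), monitored kinetically at room temperature; agonist response expressed relative to 6.5 mM cAMP.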
PI5P4Ka inh – qHTS for Inhibitors of phosphatidylinositol 5-phosphate 4-kinase (PI5P4K) | actives 1.2% (n = 330,000) | max response, % | AID 652105, 2013 | PI5P4Kalpha enzyme, ADP-Glo luminescence, 60 min; stronger effect = lower value | Phosphatidylinositol 5-phosphate 4-kinase type-2 alpha (Homo sapiens), P48426; active = max response of -50% or lower; inconclusive = between -30% and -50%; inactive = -30% or higher; also: value at the top dose of about 77 µM; % is scaled to controls: 0 for no effect and ±100 for the full control effect
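Quantitative HTS of the MLSMR library against PI5P4Kalpha with substrate. ATP added last at 5 microM final; room temperature, 60 minutes. Remaining ATP depleted, ADP converted and read as luminescence.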
PLK1 PBD inh – qHTS for Inhibitors of PLK1-PDB (polo-like kinase 1 - polo-box domain): Primary Screen | actives 2.8% (n = 360,000) | Potency, µM, inactives show max response, negative = inhibition, hits mostly inhibitors | Plk1 PBD binding of FITC phosphopeptide, fluorescence polarization | AID 720504, 2013; also: potency is read from the fitted curve at half-maximal effect; series mostly up to about 57 µM; % is scaled to controls: 0 for no effect and ±100 for the full control effect; nearly all actives have a fitted effect of over 65% in size
IL-2 act – qHTS of IL-2 Activators. IL-2 activation reporter assay, cell-based qHTS; stimulated with anti-CD3/CD4/CD28 beads; in transgenic mouse T cells. activation, % (series mostly up to about 46 µM). actives 0.065% (n = 360,000). AID 652025, 2013; in the data active = activation above about 50%; inconclusive = mostly about 30% to 49%; also: 0% is about no effect
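Readout: EGFP and DsRed signals by fluorescent plate cytometry. Unstimulated transgenic mouse T cells received compound 60 min before antibody-bead stimulation, then incubated 18 h at 37 degrees C.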
FUS suppressor – qHTS for Suppressors of FUS Proteinopathy: Primary screen using FUS-linked yeast assay. AID 1347120, 2019. S. cerevisiae FUS-expressing, growth rescue, OD600, 24 h. actives 0.24% (n = 390,000). Potency, µM (titrated, usually from 76.6 µM), inactives show top-dose growth rescue (activation), hits mostly activators;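 also: potency is read from the fitted curve at half-maximal effect; plate controls were DMSO vehicle for no effect and reference control for full effect; nearly all actives have a fitted effect of over 55% in size; some results filed as inactive show a strong effect at the top dose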
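Galactose (2%) drives FUS expression in yeast precultured in raffinose; seeding density OD 0.005. Test compounds incubated 24hr at 30C and 99% humidity before absorbance at 600 nm was measured.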
WRN inhibitor – qHTS for Inhibitors of WRN Helicase; Bifunctional 3'-5' exonuclease/ATP-dependent helicase WRN (Homo sapiens), Q14191; WRN helicase unwinding, fluorescent forked duplex, kinetic; Potency, µM (top dose mostly 114 µM), for inactives: at the highest dose activity change, negative = inhibition, most hits filed as inhibitors; actives 0.46% (n = 360,000); AID 651768, 2012; also: potency is read from the fitted curve at half-maximal effect; % is scaled to controls: 0 for no effect and ±100 for the full control effect; nearly all actives have a fitted effect of over 55% in size
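Kinetic fluorescence helicase assay: unwinding of a quenched forked DNA duplex (100 nM final) with 2 mM ATP final raises red fluorescence (525/598 nm). Compounds sat 15 min at room temperature with 20 nM WRN beforehand.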
The depositor's hits bear a star; ? = inconclusive; · = no result given; & = joins results of further samples; [ ] = another dose, or the depositor's remark. Unless noted, calls follow the shape of the dose curve; as a rule, active = well fitted curve in the direction sought with a large enough effect; inconclusive = small, poorly fitted or top-dose-only effect, or another doubt; inactive = no such curve, though single readings can be large; an effect the other way counts as inactive or inconclusive.

SMILES | EPAC1 antag | Abeta rescue | EPAC1 agonist | PI5P4Ka inh | PLK1 PBD inh | IL-2 act | FUS suppressor | WRN inhibitor
CCc1ccc(N(CC(=O)Nc2nc3ccc(C)cc3s2)S(=O)(=O)c2c(C)noc2C)cc1 | -25% | 4% | -8% | 15 | -3% | -4.7 | -1% | -6%
O=C(Nc1ccc2c(c1)OCO2)N1CCOCC1 | 11% | 15% | 1% | · | 0% | -1.9 | 27% | -1%
Cc1ccc(S(=O)(=O)NNC(=O)c2cc(C)cs2)cc1 | 3% | 1% | 2% | 3 | -3% | -2.3 | 17% | -3%
COc1ccc(CCNC(=O)c2ccc3c(c2)SC2=NS(=O)(=O)CCN23)cc1 | -8% | -3% | 5% | -10 | -23% | 12 | 3% | -5%
O=C(N/N=C/c1ccc(F)cc1)c1c(O)c2ccccc2[nH]c1=O | 15% | 0% | 11% | -2 | -3% | 1.3 | · | -24%
Cc1sc2nc(COC(=O)c3ccc(Cl)c(N)c3)[nH]c(=O)c2c1C | -5% | 5% | -4% | -3 | 3% | -1.3 | -23% | -2%
Cc1ccc(C2=NN(CCC#N)C(=O)CO2)cc1 | 2% | -8% | 6% | 3 | -3% | 1.4 | 4% | -3%
CC(C)(C)N(Cc1ccccc1)C(=O)COC(=O)C1CC1 | -12% | ? | 4% | 0 | 6% | 0.1 | -7% | -2%
CC(C)CN1C(=O)C(NC(=O)C2CC2)(C(F)(F)F)C2=C1CC(C)(C)CC2=O (stereo unspecified) | 7% | 4% | -12% | -4 | -5% | -1.5 | · | -4%
CC(OC(=O)c1ccc(S(C)(=O)=O)c([N+](=O)[O-])c1)C(=O)NC1C2CC3CC(C2)CC1C3 (stereo unspecified) | -26% | -33% | -15% | · | · | -0.9 | -3% | ·
COc1ccccc1OC(C)C(=O)Nc1ccc(S(=O)(=O)Nc2nccs2)cc1 (stereo unspecified) | -12% | -1% | 2% | 0 | -6% | -3.4 | 17% | -17%
O=C(Nc1cccc(F)c1)Nc1cnccn1 | -15% | -3% | -1% | 0 | -9% | -0.5 | -9% | -3%
CCOC(=O)c1ccc(NC(=O)CCCN2C(=O)NC3(CCCC3)C2=O)cc1 | -19% | 4% | 6% | 0 | 1% | 0.3 | 1% | 0%
O=[N+]([O-])c1ccccc1-c1ccc(C(=S)N2CCN(c3ccccc3)CC2)o1 | -3% | 2% | 17% | -2 | 24µM* | -0.1 | 26% | 0%
COc1ccc(C2c3c(c(C)c(C)oc3=O)Oc3c(C)c(C)oc(=O)c32)cc1 | 4% | 4% | -18% | -4 | 4% | -0.3 | -21% | 2%
COc1ccc(CC(=O)N(C)Cc2ccc(OC(F)F)cc2)cc1S(=O)(=O)N1CCOCC1 | -10% | -19% | 1% | -3 | -1% | 3.1 | 0% | 3%
CC(=O)Oc1ccccc1C(=O)N(C1CCCCC1)C1CCCCC1 | 1% | 20% | 8% | 8 | -3% | -0.6 | 6% | 1%
O=C(Nc1cccc(C(=O)O)c1)Nc1ccc2c(c1)OCO2 | -2% | -16% | 6% | -10 | -8% | 0.9 | 5% | -11%
O=S(=O)(N/N=C/c1c(F)cccc1Cl)c1ccccc1 | -13% | -1% | -4% | 3 | -21% | -0.5 | 0% | -2%
S=c1[nH]nc(CSc2nc3ccccc3s2)n1C1CCCCC1 | -10% | -11% | 10% | -11 | -22% | -3.9 | 11% | -1%
CCOC(=O)c1nnn(-c2nonc2-n2cccc2)c1C | -7% | 7% | 0% | -4 | -5% | 0.0 | -11% | -17%
CCN1CCN(Cc2c(O)ccc3c(=O)c(-c4ccccc4OC)coc23)CC1 | -4% | -12% | 6% | · | -10% | -1.0 | 11% | -5%
Cc1ccn2cc(C(=O)N3CCN(c4cnn(-c5ccccc5)c(=O)c4Cl)CC3)nc2c1 | -6% | -24% | 2% | -1 | -13% | 0.5 | -6% | -7%
Cc1ccc(S(=O)(=O)N(C)c2cc(S(=O)(=O)N3CCOCC3)c(C)cc2C)cc1 | -10% | -7% | 4% | -10 | 0% | 2.7 | -11% | 0%
Cc1oc2c(CN(C)C)c(O)ccc2c(=O)c1-c1cscn1 | 14% | -5% | 5% | · | -7% | -2.3 | -22% | -1%[57.1 µM]
CCN(CC)c1ccc(NC(=O)C2CCCN(S(=O)(=O)c3cccnc3)C2)c(C)c1 (stereo unspecified) | -20% | 2% | 5% | -2 | -26% | -2.9 | -16% | 1%
CC(=O)c1nnn(-c2cccc(C#N)c2)c1C | 1% | -21% | -4% | -3 | 1% | 0.5 | 29% | 1%
CC1CC1C(=O)Nc1ccc(-c2ccccc2)cc1 (stereo unspecified) | 1% | 7% | 5% | 0 | 3% | 0.9 | -24% | 6%
CC(/C=C/c1ccc2c(c1)OCO2)=N\NC(=O)COc1ccccc1C | -15% | -2% | 1% | 6 | -1% | -0.9 | 10% | 8%
CCO[C@@H]1OC(C(=O)Nc2ccccc2)=C[C@H](C2CC2)[C@H]1CCCO | 4% | 8% | -1% | -9 | 8% | 0.5 | -7% | 3%
CCCCn1c(-c2ccccc2)cnc1SCC(=O)NCCc1ccc(OC)c(OC)c1 | 6% | 4% | 12% | · | -6% | -2.8 | ? | -6%
CCCN(CCO)CCCc1ccccc1 | -5% | 5% | -5% | -7 | 0% | -0.1 | -7% | 7%
CCCN1C(=O)c2ccccc2NC1c1ccc(Cl)c(Cl)c1 (stereo unspecified) | -30% | -20% | 8% | 8 | 21µM* | 1.3 | 7% | -8%
Cc1cc(C)c2cc(C(=O)N3CCN(c4ncccc4C(F)(F)F)CC3)[nH]c2c1 | -20% | 12% | -12% | 3 | -8% | -0.5 | 36% | -5%
Cc1ccc(Cl)cc1N1CCN(C(=O)c2ccc(CN3CCOCC3)cc2)CC1 | -8% | 12% | 1% | · | -7% | -0.9 | -3% | -4%
CCOC(=O)Cc1cc(=O)[nH]c(/N=C(/NC(=O)c2ccccc2)Nc2ccccc2C(F)(F)F)n1 | -7% | -5% | 7% | · | -3% | -1.0 | -29% | -7%

Part of the list above in another layout.
The line under a structure holds: EPAC1 antag | Abeta rescue | EPAC1 agonist | PI5P4Ka inh | PLK1 PBD inh | IL-2 act | FUS suppressor | WRN inhibitor
CCO[C@@H]1OC(C(=O)Nc2ccccc2)=C[C@H](C2CC2)[C@H]1CCCO
  4% | 8% | -1% | -9 | 8% | 0.5 | -7% | 3%
CCCCn1c(-c2ccccc2)cnc1SCC(=O)NCCc1ccc(OC)c(OC)c1
  6% | 4% | 12% | · | -6% | -2.8 | ? | -6%
CCCN(CCO)CCCc1ccccc1
  -5% | 5% | -5% | -7 | 0% | -0.1 | -7% | 7%
CCCN1C(=O)c2ccccc2NC1c1ccc(Cl)c(Cl)c1 (stereo unspecified)
  -30% | -20% | 8% | 8 | 21µM* | 1.3 | 7% | -8%

(list continues)
SMILES | EPAC1 antag | Abeta rescue | EPAC1 agonist | PI5P4Ka inh | PLK1 PBD inh | IL-2 act | FUS suppressor | WRN inhibitor
CCCCN1CCC(CN2C(=S)NC[C@@H]2CC(C)C)CC1 | -8% | -2% | -5% | -6 | -9% | -0.1 | -9% | 3%
Cc1nc2ncccn2c1-c1csc(Nc2ccc(N(C)C)cc2)n1 | -26% | -15% | 4% | -22 | -18% | -4.0 | 40% | -13%
Cc1ccccc1C(=O)N1CCN(c2ccc([N+](=O)[O-])c(N3CCOCC3)c2)CC1 | -12% | 32% | 0% | 1 | 0% | -1.5 | 9% | -4%
CC(=O)c1c(C)[nH]c(C(=O)Nc2cccc3ccccc23)c1C | 5% | -14% | 6% | -2 | -7% | 0.3 | 15% | 7%
O=C(Cc1ccccc1)Nc1ccc(C(=O)Nc2ccccc2C(=O)O)cc1 | 12% | -3% | 10% | ? | -14% | -1.3 | 4% | -10%
OCC[C@@H]1C[C@@H](O)[C@H](O)[C@@]2(CCc3ccccc3CO2)O1 | 1% | -5% | 2% | 4 | -3% | 0.1 | -14% | -2%
Cc1c([N+](=O)[O-])cnc(Sc2ccccc2)c1[N+](=O)[O-] | ? | -40%[inhibitor] | 15% | -3 | ? | -1.1 | 5% | -31%
COc1cccc(NC(=O)Nc2ccc3c(c2)N(C)C(=O)CS3)c1 | -3% | 14% | 1% | -8 | -1% | -0.3 | 31% | -27%
COc1ccccc1C(=O)NC(=O)COC(=O)C1CC2CCCC(C1)C2=O (stereo unspecified) | 11% | 3% | 3% | 1 | -3% | -1.8 | · | -32%
CCCCCC1CC(=O)N(Cc2ccc(Cl)cc2)C(=O)N1 (stereo unspecified) | -8% | ? | -4% | -1 | -5% | -0.4 | -4% | 2%
S=c1[nH]nc(-c2ccccn2)n1/N=C/c1ccco1 | -12% | -2% | 5% | 7 | -9% | 0.5 | 17% | -3%
CCN(CC)C(=O)c1cccc(NC(=O)c2cc(-c3ccccn3)nc3ccccc23)c1 | ? | 7% | 5% | -5 | 0% | -3.0 | · | -15%
CN(c1ccccc1)S(=O)(=O)c1ccc(Cl)c(C(=O)OCC(=O)c2c(N)n(C)c(=O)n(C)c2=O)c1 | ? | -7% | 6% | 2 | -8% | 1.0 | · | -8%
Cc1ccc(C(=O)OCC(=O)N2CCC(C)CC2)cc1S(=O)(=O)N1CCCCC1 | -9% | -15% | 2% | 3 | -7% | 0.2 | 23% | -9%
CC1=NN(C(N)=S)C(=O)C1N=Nc1ccc([N+](=O)[O-])cc1 (stereo unspecified) | -26% | -4% | 14% | -23 | -7% | -0.1 | -13% | -22%[57.1 µM]
Cc1nnc(-c2cnn(-c3ccccc3)c2N)n1Cc1ccccc1 | -1% | 18% | -8% | 6 | 0% | -1.6 | -8% | 0%
Cc1cc(C)c(NC(=O)Cn2c(=O)n(-c3ccc(CC(=O)NCC4CCCO4)cc3)c(=O)c3ccccc32)c(C)c1 (stereo unspecified) | -3% | -12%&-9% | 2% | -9 | -11% | -0.6 | 7%&-26% | -5%

Random draw from the library. About 4.1% of those tested had a hit in this group.
